# FBPA coupling cs = qHTS Assay for Inhibitors of Fructose-1,6-bisphosphate Aldolase from Giardia Lamblia: Coupling assay counterscreen; activity change, negative = inhibition, % at 58.2 µM, hits read low; coupling enzyme system counterscreen, AmpLite Red fluorescence; hit rate 0.67% among 290,000; in the data active = activity change below about -30%; also: % is scaled to controls: 0 for no effect and ±100 for the full control effect
#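 First, compound is pin-transferred into glyceraldehyde-3-phosphate coupling-enzyme reagent at 57.5 uM final and held 10 min at RT. Next, substrate, coupling system and AmpLite Red are added. After 20 min RT, fluorescence (525/598 nm) is read.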
# hERG WT inh = qHTS for Inhibitors of KCHN2 3.1: Wildtype qHTS | Voltage-gated inwardly rectifying potassium channel KCNH2 (Homo sapiens), Q12809 | U2OS, BacMam KCNH2, thallium flux FluxOr; hits give low values | activity change, % at 1.84 µM | hit rate 0.37% among 340,000;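 active = maximum activity change below -70%; inconclusive = maximum activity change between -70% and -50%; inactive = maximum activity change above -50%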; also: % is scaled to controls: 0 for no effect and ±100 for the full control effect
#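 U2OS cells were transduced with wild-type KCNH2 virus (2.03 x 10^8 / mL) for 4 h at room temperature, then cultured overnight at 37 C. Thallium flux was read with FluxOr dye. Rate constants were normalized to DMSO controls.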
# KCNH2 3.1 inh = qHTS for Inhibitors of KCHN2 3.1: Mutant qHTS; U2OS KCNH2 3.1, thallium flux FluxOr; hits give low values; activity change, % (tested at about 1.8 µM); hit rate 0.95% among 340,000; AID 720553, 2013;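 active = maximum activity change below -70%; inconclusive = maximum activity change from -70% to -50%; inactive = maximum activity change above -50%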;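 also: thallium influx rate constant from kinetic fluorescence after stimulation buffer; % is scaled to controls: 0 for no effect and ±100 for the full control effect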
#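 Steps: virus added to U2OS suspension (4 h, RT, dark); medium with 10% FBS added, cells plated, 37 C overnight; FluxOr/Red40 loading buffer 45 min RT; stimulation buffer, 2 min kinetic read; rate constant normalized.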
# GALK inhibitor = qHTS Assay for Inhibitors of Human Galactokinase (GALK); P51570; hit rate 0.007% among 270,000; Purified GALK, Kinase-Glo residual ATP luminescence; AID 1868, 2009; Potency, µM (highest dose often 57.5 µM), for the others: at the highest dose activity change, negative = inhibition, hits mostly inhibitors; also: potency is read from the fitted curve at half-maximal effect; % is scaled to controls: 0 for no effect and ±100 for the full control effect
#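 5 nM enzyme, 35 uM ATP, 100 uM galactose, 20 mM HEPES pH8.0, 5 mM MgCl2; 1 h RT; residual ATP by Kinase-Glo Plus luminescence, qHTS format.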
# TRPV1 ag = HTS Assay for Compounds that Act as Agonists of the Vanilloid Receptor 1. Transient receptor potential cation channel subfamily V member 1 (Homo sapiens), Q8NER1. TRPV1-expressing cells, Fluo-8 calcium influx, agonist mode. activation, % at 8.33 µM. hit rate 0.19% among 320,000; in the data active = activation above about 80%; inconclusive = between about 30% and that limit; also: 0% is about no effect
#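 Fluo-8 calcium influx in TRPV1-expressing cells, kinetic read (ex 480/em 520 nm). Compound added and read 3 min for agonist activity, followed by capsaicin at EC20 final and 2 min further read for enhancement.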
# PKM2 activator = qHTS Assay for Activators of Human Muscle isoform 2 Pyruvate Kinase; Potency, µM (highest dose often 57.5 µM), inactives show top-dose activation, usual class: activators; AID 1631, 2009; hit rate 0.34% among 260,000; Pyruvate kinase PKM (Homo sapiens), P14618; purified PKM2, Kinase-Glo ATP luminescence, activation; response scale: 0% is enzyme alone, no compound; also: potency is read from the fitted curve at half-maximal effect; % is scaled to controls: 0 for no effect and ±100 for the full control effect; nearly all actives have a fitted effect of over 55% in size
#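 hPK-M2, >95% pure; 0.1 mM ADP / 0.5 mM PEP final; imidazole pH7.2 buffer w/ 7 mM MgCl2, 50 mM KCl; 1 h RT; Kinase-Glo lum. Intermediate enzyme activity for dual inhibitor/activator qHTS.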
# MLL CXXC-DNA inh = qHTS Fluorescence Polarization Assay for Inhibitors of MLL CXXC domain - DNA interaction | Histone-lysine N-methyltransferase 2A (Homo sapiens), Q03164 | Potency, µM (doses to about 115 µM), for inactives: at the highest dose activity change, negative = inhibition, actives largely listed as inhibitors | hit rate 0.037% among 290,000 | MLL-CXXC / FITC-HOXA9 DNA fluorescence polarization; active = well fitted inhibition curve with a large enough effect in the polarisation, with a control signal flat, not every such curve was filed as active; inconclusive = small, poorly fitted or top-dose-only effect, or effect the other way, or a change in a side signal; inactive = no such curve, though single readings can be large or run the other way; the % refers to the polarisation; also: potency is read from the fitted curve at half-maximal effect
#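 Fluorescence polarization: 7 uM MLL-CXXC (stock) preincubated 5 min with compounds, then 50 nM fluorescein-HOX-A9 DNA (stock) added; 30 min ambient. Buffer 50 mM Tris-HCl pH 7.5, 50 mM NaCl, 1 mM DTT, 0.05% BSA.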
# USP2a inh = qHTS Assay for Inhibitors of Ubiquitin-specific Protease USP2a Using CHOP2 as the Reporter; USP2 core, Ub-CHOP2 coupled fluorogenic reporter, 485/531; Potency, µM (highest dose often 38.3 µM), inactives show at the top dose activity change, negative = inhibition, hits mostly inhibitors; hit rate 0.01% among 330,000; AID 463254, 2010; Ubiquitin carboxyl-terminal hydrolase 2 (Homo sapiens), O75604;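 also: potency is read from the fitted curve at half-maximal effect; plate controls were DMSO wells for no effect and full inhibition by NEM control for full effect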
#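 USP2 core (10nM final) preincubated 30min RT with compound in 20mM Tris-HCl pH 8.0, 2mM CaCl2, 2mM beta-mercaptoethanol, 0.05% CHAPS; 25nM Ub-CHOP2 plus 25nM reporter substrate added, fluorescence (Ex485/Em531) read after 60min.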
# B2AR arrestin = qHTS assay of beta-arrestin-biased ligands of beta2-adrenergic receptor; hit rate 0.02% among 330,000; Beta-2 adrenergic receptor (Homo sapiens), P07550; Potency, µM (titrated, usually from 46.1 µM), for the others: at the top dose activation, actives largely listed as activators; AID 492947, 2010; beta-arrestin recruitment to beta2AR, cell-based reporter;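 also: potency is read from the fitted curve at half-maximal effect; 0% = DMSO controls and full agonism = EC100 isoproterenol or metaproterenol; nearly all actives have a fitted effect of over 65% in size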
# Target sequence (P07550 whole entry, looked up): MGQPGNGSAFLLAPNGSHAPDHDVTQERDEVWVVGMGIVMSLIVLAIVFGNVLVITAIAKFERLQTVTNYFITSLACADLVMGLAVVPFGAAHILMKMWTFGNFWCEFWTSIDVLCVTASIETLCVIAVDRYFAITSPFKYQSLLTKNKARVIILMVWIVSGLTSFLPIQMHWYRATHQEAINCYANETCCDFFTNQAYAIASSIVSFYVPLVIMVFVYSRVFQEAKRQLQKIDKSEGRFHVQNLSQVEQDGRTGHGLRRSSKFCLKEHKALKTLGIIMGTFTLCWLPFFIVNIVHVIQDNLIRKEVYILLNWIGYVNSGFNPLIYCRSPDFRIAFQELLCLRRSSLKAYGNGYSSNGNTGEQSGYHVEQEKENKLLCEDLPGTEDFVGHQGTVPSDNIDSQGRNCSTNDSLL
# Menin MLL FP TR = qHTS Assay for Inhibitors Targeting the Menin-MLL Interaction in MLL Related Leukemias: Competition With Texas Red Labeled MLL-derived Mutant Peptide | O00255 | Potency, µM (top dose mostly 61.6 µM), inactives show top-dose FP activity change, negative = inhibition, hits mostly inhibitors | Menin + Texas Red MLL mutant peptide, fluorescence polarization | hit rate 0.23% among 270,000; active = well fitted inhibition curve with a large enough effect in the polarisation, with a control signal flat, not every such curve was filed as active; inconclusive = small, poorly fitted or top-dose-only effect, or effect the other way, or a change in a side signal; inactive = no such curve, though single readings can be large or run the other way; the % refers to the polarisation; also: potency is read from the fitted curve at half-maximal effect; % of control where 0% means no effect; many of its hits are not listed in these tables
# Target sequence (O00255 whole entry, looked up): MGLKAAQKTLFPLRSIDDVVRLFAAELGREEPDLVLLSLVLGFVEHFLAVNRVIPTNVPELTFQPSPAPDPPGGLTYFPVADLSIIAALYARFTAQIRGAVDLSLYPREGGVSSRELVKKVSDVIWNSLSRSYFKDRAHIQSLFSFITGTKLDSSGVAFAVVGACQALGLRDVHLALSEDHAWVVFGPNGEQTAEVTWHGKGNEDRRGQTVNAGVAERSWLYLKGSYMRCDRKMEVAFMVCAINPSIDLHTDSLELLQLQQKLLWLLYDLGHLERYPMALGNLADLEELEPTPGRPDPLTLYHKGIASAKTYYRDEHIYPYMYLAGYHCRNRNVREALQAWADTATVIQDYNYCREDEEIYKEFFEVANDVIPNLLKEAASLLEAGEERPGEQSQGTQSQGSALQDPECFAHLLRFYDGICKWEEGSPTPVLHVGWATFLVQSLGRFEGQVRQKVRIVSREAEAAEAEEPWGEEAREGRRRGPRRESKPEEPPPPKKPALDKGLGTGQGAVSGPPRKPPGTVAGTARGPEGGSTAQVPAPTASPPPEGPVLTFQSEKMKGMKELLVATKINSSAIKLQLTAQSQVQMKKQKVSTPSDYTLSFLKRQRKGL
# Giardia kill = Small Molecules that selectively kill Giardia lamblia: qHTS. Giardia lamblia trophozoite viability. activity change, % at 7.66 µM, hits read low. hit rate 0.15% among 340,000. AID 540267, 2011; in the data active = activity change below about -80%; inconclusive = between about -30% and that limit;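 also: parasites exposed to compound for two days anaerobically before the ATP read; % is scaled to controls: 0 for no effect and ±100 for the full control effect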
#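 Each well holds 100 Giardia trophozoites and compound. After two days (48 hrs) at 37 deg C in anaerobic conditions, ATP is quantified by luminescence.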
# * hit, by the source's call; ? = inconclusive; / = no result given; [ ] = remark or other dose. Unless noted, calls follow the shape of the dose curve; as a rule, active = well fitted curve in the direction sought with a large enough effect; inconclusive = small, poorly fitted or top-dose-only effect, or another doubt; inactive = no such curve, though single readings can be large; an effect the other way counts as inactive or inconclusive. This is a subset, so the mix of outcomes need not match the whole.
SMILES,FBPA coupling cs,hERG WT inh,KCNH2 3.1 inh,GALK inhibitor,TRPV1 ag,PKM2 activator,MLL CXXC-DNA inh,USP2a inh,B2AR arrestin,Menin MLL FP TR,Giardia kill
CNC(=O)N(O)C1N(/N=C/c2c(F)cccc2Cl)C(=S)SC1(C)C (stereo unspecified),-0.6,-4.1,-7.2,-2.3%,-1.2,/,?,-1.1%,-0.5%,13.5%,2.6
CN(C(=O)c1cccc(Nc2ccc(-c3ccc4c(c3)OCCO4)nn2)c1)C1CCCCC1,2.0,2.8,4.2,2.0%,?,-7.3%,6.5%,-2.5%,-0.8%,16.4%,?
CCOC(=O)C1CCCN(C(=O)CSc2ccccc2)C1 (stereo unspecified),-1.7,9.3,20.0,0.4%,14.6,1.7%,-0.6%,-0.5%,0.2%,-1.8%,10.6
COc1ccc([C@@H]2CC=C(C(=O)O)[C@H](c3ccccc3)N2S(=O)(=O)c2ccc(C)cc2)cc1OC,/,15.4,6.5,/,-1.2,/,/,0.2%,0.2%,/,-3.9
O=C(N/N=C/c1cc2c(cc1Br)OCO2)c1cc2ccccc2o1,0.3,-2.1,-12.9,0.1%,11.6,4.0%[0.46 µM],5.7%,-0.8%,0.6%,?,5.4
Cc1onc(-c2ccccc2Cl)c1C(=O)N1CCOC12CCN(c1cccc(F)n1)CC2,-7.7,-2.5,18.6,1.0%,20.8,4.9%,9.2%,0.3%,-0.1%,-0.9%,7.1
O=C(O)c1ccc(S(=O)(=O)N2CCCCCC2)cc1,15.9,1.6,11.5,3.3%,-4.1,-2.9%,2.0%,0.6%,0.4%,16.4%,2.3
CCN(CC)S(=O)(=O)c1ccc(N2CCOCC2)c(NC(=O)CC2OC(=O)c3ccccc32)c1 (stereo unspecified),/,14.4,14.1,/,6.3,/,/,0.4%,0.2%,/,7.2
Cc1ccnc(NC2(C(F)(F)F)N=C(c3ccccc3)NC2=O)c1 (stereo unspecified),0.9,18.1,-3.4,-2.8%,2.1,-7.3%,-0.2%,0.0%,0.1%,-17.1%,16.2
CCC(C)(C)NC(=O)C(c1ccc(F)cc1)N(CCOC)C(=O)CCC(=O)Nc1nccs1 (stereo unspecified),0.9,-6.9,4.4,0.0%,8.5,-6.6%,15.9%,-0.9%,0.0%,?,-0.8
CCCCCc1c(C)nc(NCc2ccccc2)[nH]c1=O,-0.4,-0.9,-12.3,3.2%,-4.3,-16.0%,-11.5%,-0.9%,-0.8%,?,-8.7
Cc1ccc(NC(=O)CSc2nnc(-c3cnccn3)n2Cc2ccco2)cc1C,4.0,8.2,3.7,1.3%,-3.9,-1.0%,3.6%,2.9%,-0.2%,-3.4%,-8.0
Cc1cc(OCC(=O)NC(Cc2ccc(Cl)cc2)C(=O)O)c2c(C)c(C)c(=O)oc2c1 (stereo unspecified),8.5,-4.7,7.2,/,0.7,?,-17.1%,0.2%,0.2%,20.6%,7.0
Cc1oc(=O)c(NC(=O)c2cccc(Cl)c2)cc1C(=O)c1ccccc1,-2.5,1.7,-6.9,-2.5%,/,7.08µM*,-4.7%,2.0%,-0.2%,/,-8.5
O=C(CSc1ncnc2ccccc12)N1CCCC1,1.8,9.6,2.7,4.9%,0.4,2.8%,-12.1%,3.9%,-3.1%,-0.2%,-5.7
O=C(Nc1ccc(F)cc1)C(Sc1nc2ccccc2[nH]1)c1ccccc1 (stereo unspecified),0.1,8.4,?,-2.5%,?,-2.1%,7.4%,1.0%,0.2%,1.5%,-21.5
O=C(NCc1ccco1)C(c1ccncc1)N(C(=O)Cn1nnc2ccccc21)c1ccccc1 (stereo unspecified),-0.8,-6.4,14.7,0.1%,0.1,-4.0%,0.1%,0.9%,0.2%,-12.9%,0.2
CCCc1nnc(NC(=O)c2c(O)c3cccc4c3n(c2=O)CCC4)s1,4.5,/,/,-2.6%,0.9,1.2%,-22.1%,-3.4%,-0.2%,4.4%,-18.8
CCCCc1ccc(NS(=O)(=O)c2cccc(C(=O)N3CCNC(=O)C3)c2)cc1,/,-8.3,-2.0,/,-4.7,/,/,1.1%,-0.1%,/,-3.2
COc1ccc(CNC(=O)C(c2ccco2)N(Cc2ccccc2)C(=O)Cc2cccs2)cc1 (stereo unspecified),-2.4,-9.8,15.8,-3.2%,3.1,1.7%,1.7%,-0.8%,-0.3%,1.1%,-6.8
Cc1ccc(C)c(SCc2noc(C(=O)NCC3CCCO3)c2C(=O)O)c1 (stereo unspecified),10.4,2.1,1.4,-5.8%,1.5,0.4%,-12.0%,1.7%,-0.8%,20.2%,-10.2
Cc1ccc(NC(=O)COC(=O)[C@H](C)NC(=O)c2ccccc2)cc1S(=O)(=O)N1CCOCC1,0.9,1.0,6.0,6.0%,1.2,1.5%,5.2%,1.0%,0.3%,/,22.2
Cc1ccc(NC(=O)C2CCCN(C3=NS(=O)(=O)c4ccccc43)C2)c(O)c1 (stereo unspecified),/,-8.2,2.2,/,-0.8,/,/,0.0%,-0.1%,/,5.9
O=C(NCc1ccc(C(F)(F)F)cc1)C1CC(c2cccc(F)c2)=NO1 (stereo unspecified),4.2,-4.3,-11.4,-0.7%,?,4.8%,9.7%,0.0%,-0.7%,/,6.1
COc1ccc(NC(=O)COc2coc(CN3CCc4ccccc43)cc2=O)cc1,/,-3.9,-18.0,/,2.3,/,/,-2.4%,0.0%,/,13.9
COc1ccc(CNC(=O)CCS(=O)(=O)Cc2cccc(Cl)c2)c(OC)c1,0.1,-9.0,1.5,1.2%,-1.2,11.4%,3.3%,5.1%,-0.2%,10.4%,-1.4
O=C(CSc1nnc(-c2c[nH]c3ccccc23)o1)N(Cc1ccccc1)c1ccc(F)cc1,-1.1,-11.4,0.6,0.5%,0.2,-4.5%,3.9%,-10.9%,0.8%,?,-9.8
C=CCN(C(=O)c1csnn1)C(C(=O)NC1CCCC1)c1ccccc1 (stereo unspecified),3.3,-1.8,-15.3,1.5%,-0.1,/,2.2%,0.8%,-0.5%,6.7%,-0.3
COC(=O)C1=C(C)N(C)C(C)=C(C(=O)OC)C1c1ccc(C(=O)OC)cc1,0.5,-1.2,17.9,-1.2%,0.7,-2.6%,1.6%,-2.7%,-1.1%,-4.0%,-5.7
N#Cc1c(SCc2ccccc2)sc(C(=O)c2ccccc2)c1N,-0.4,10.2,-14.3,-2.3%,2.5,1.0%,3.2%,2.5%,-2.1%,?,-17.9
COC(=O)C1=C(C)N(C(C)c2ccccc2)C(=O)/C1=C\c1ccco1 (stereo unspecified),2.1,0.6,-3.6,16.7%,3.2,/,12.4%,4.5%,0.3%,9.5%,-1.8
Cc1ccc2c(cnn2C(=O)CCC(=O)NCc2ccccc2Cl)c1,3.3,-1.4,-24.3,/,2.5,3.4%,/,-0.9%,0.4%,33.0%[activator],-9.3
O=C1CC(c2ccco2)CC(O)=C1C=Nc1cc(Cl)ccc1O (stereo unspecified),2.4,2.4,2.9,1.4%,2.3,-2.4%,62.6%[activator],0.9%,-0.7%,?,-5.3
O=C(NC1CC1)c1ccc(CS(=O)(=O)c2c(Cl)cccc2Cl)o1,1.1,4.2,2.4,1.8%,/,-0.6%,1.2%,1.9%,-0.5%,7.8%[11.7 µM],-8.4
CCOc1ccc2c(c1)-c1c(ssc1=S)C(C)(C)N2C,0.2,6.9,-6.5,-0.8%,-1.5,-1.1%,15.9%,1.5%,-0.5%,?,-12.6

# Screening data as filed in PubChem BioAssay.
